Screening results as filed in PubChem BioAssay.
TTR transcr act: activators of transthyretin transcription | SH-SY5Y TTR promoter Gaussia luciferase, luminescence; 100% = recombinant luciferase protein wells | activation, % at 16.7 µM | hit rate 1.3% among 92,000 | AID 1117267;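 active = activation above the mean of all tested compounds plus 3 SD, cut at about 9.5% in these data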;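 also: cells exposed to compounds for one day before reading; 0% = median of all test compound wells on the plate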
Starred values were filed as active, the others as inactive. Only part of the results is shown; the hit share may differ from the screen's.

SMILES	TTR transcr act
Cc1ccc(S(=O)(=O)NCCc2nnc(SCc3cccnc3)n2C)cc1	-0.1
CC(C)(C)c1ccc(SCCc2ccncc2)cc1	-2.5
Cc1ccc(O)c(NC2=C(Cl)C(=O)N(Cc3ccccc3)C2=O)c1	-2.5
CCOc1ccc(C(=O)NCC(=O)NNC(=O)CN(C)S(=O)(=O)c2ccc(Cl)cc2)cc1	-2.6
CC1Cc2[nH]c(=S)[nH]c(=O)c2C(C(C)C)O1 (stereo not drawn)	-0.4
CCCn1c(=O)c2ccccc2n2c(SCCOc3ccc(Cl)cc3)nnc12	-0.5
CC(C)Cc1nc(Cl)c(C#N)c2c1CCC2	-1.7
Cc1ccc(OCc2nc(-c3ccc(-n4cccc4)cc3)no2)cc1C	0.4
NC(=O)CC1NC(=O)c2cc([N+](=O)[O-])cc(I)c2OCCC(C(N)=O)NC(=O)[C@@H]2CCCN2C1=O (stereo partly drawn)	-0.4
O=C(O)c1ccccc1NS(=O)(=O)c1ccc(N/N=C/c2cccc(O)c2O)c([N+](=O)[O-])c1	-0.2
CC1CCCN(C(=O)C2COc3ccccc3O2)C1 (stereo not drawn)	-0.9
COc1ccccc1Cc1c(-c2cccc(Cl)c2)nc2ccc(Br)cn12	-1.1
COc1cc(CNCc2cccnc2)ccc1OCC(=O)NC(C)(C)C	0.5
N#Cc1cnn2c(-c3cccc(C(F)(F)F)c3)ccnc12	2.5
Nc1nc(N)c2sc3nc(C(F)(F)F)cc(C(F)(F)F)c3c2n1	-0.7
O=C(C(=O)N1CCCC1CO)N1CCCC1CO (stereo not drawn)	1.7
CCC(C)NC(=O)c1ccc(CSCc2ccc(Cl)cc2)o1 (stereo not drawn)	-1.6
Cc1c(CCC(=O)O)c(=O)oc2cc3occ(-c4ccccc4)c3cc12	2.4
CC(C)(C)OC(=O)N1Cc2cc3ccccc3nc2C1CO (stereo not drawn)	-0.6
O=C1C2CCCCN2C(=O)N1CCCCN1CCN(c2cccc(C(F)(F)F)c2)CC1 (stereo not drawn)	-1.7
CC1(NC(=O)CN2CCN(c3cnn(-c4ccccc4)c(=O)c3Cl)CC2)CCS(=O)(=O)C1 (stereo not drawn)	-0.6
CC(=O)SCC(=O)N=c1sc2cc(F)ccc2n1C	1.4
Cc1cccc(Cl)c1-n1nnnc1C1(C)CSCC(=O)N1Cc1ccc(F)cc1 (stereo not drawn)	1.7
COc1cccc(C(=O)NC(C)C(c2cccs2)N2CCN(C)CC2)c1 (stereo not drawn)	1.4
COC(=O)c1cc(C(=O)OCC(=O)N(C)c2ccccc2)cc([N+](=O)[O-])c1	3.0
CC(C(=O)Nc1ccccc1)N1C(=O)c2ccccc2C1=O (stereo not drawn)	0.8
COc1ccc(C(=O)c2[nH]c(N)c(C(=O)c3ccccc3)c2-c2ccc(OC)c(OC)c2)cc1	-0.8
CCNC(=O)c1ccccc1SCc1ccccc1	0.3
COc1ccc(Br)cc1/C=C/C(=O)c1ccc(NC(C)=O)cc1	-3.6
COc1ccc(-n2c(SCC(=O)Nc3ccc(Br)cc3)nc(O)cc2=O)cc1	2.1
O=C(CCNC(=O)c1ccc(Cl)cc1)NCCCN1CCOCC1	0.7
Cc1ccc(-n2c(=O)[nH]c3ncccc3c2=O)cc1	1.1
CCCCCN(C(=O)COC(=O)CSc1ccc([N+](=O)[O-])cc1)c1c(N)n(CCCC)c(=O)[nH]c1=O	0.7
COc1ccc(CCNS(=O)(=O)c2cccc(S(=O)(=O)N3CCCC3)c2)cc1OC	-0.7
O=C1OC(OC(=O)c2ccccc2Br)C(N2CCOCC2)=C1Cl (stereo not drawn)	-0.8
COC(=O)[C@]12C[C@H](CC(=O)N3CCC(c4ccccc4)CC3)C(=O)N(Cc3cccc4ccccc34)C1=C[C@H](C(C)C)O[C@@H]2C1CC1	-1.1

Looked up above:
In TTR transcr act, `CCC(C)NC(=O)c1ccc(CSCc2ccc(Cl)cc2)o1` (stereo not drawn) is listed with -1.6
In TTR transcr act, `CC(C)Cc1nc(Cl)c(C#N)c2c1CCC2` is listed with -1.7
In TTR transcr act, `CCCCCN(C(=O)COC(=O)CSc1ccc([N+](=O)[O-])cc1)c1c(N)n(CCCC)c(=O)[nH]c1=O` is listed with 0.7

Following part
SMILES	TTR transcr act
Cc1ccccc1C(=O)OCC(=O)N(C)c1ccccc1	-0.4
CCOc1cccc(C(=O)Nc2ccc(NC(=O)c3cc4ccccc4o3)c(OC)c2)c1	0.6
CCn1c(SCc2cccc(C)c2)nnc1-c1ccc(C)cc1	-0.8
CC(=O)c1ccc(Sc2nnc(C)s2)c([N+](=O)[O-])c1	0.1
COc1ccccc1NC(=O)C/C(N)=N/O	-0.4
C[C@H](CO)N1C[C@H](C)[C@@H](CN(C)CC2CCCCC2)Oc2c(NS(=O)(=O)c3ccccc3)cccc2C1=O	3.4
COC(=O)c1ccccc1NC(=O)Nc1nnc(N2CCC(C)CC2)s1	4.2
Cc1ccc(C(=O)Nc2nnc(-c3ccco3)o2)cc1	5.6
COc1nc(-c2ccccc2Cl)ccc1C#N	1.3
COc1cccc(NC(=O)c2sc3nc4n(c(=O)c3c2C)CCC4)c1	-1.1
CCN(CC)CCC(c1cc(OC)c(OC)c(OC)c1)c1c(OC)cc(OC)c2c(-c3ccccc3)cc(=O)oc12 (stereo not drawn)	4.4
Cc1ccc(S(=O)(=O)CCSc2n[nH]c(=O)n2-c2ccccc2)cc1	-1.4

Some of these compounds in order of their number in TTR transcr act, high to low:
SMILES	TTR transcr act
COc1nc(-c2ccccc2Cl)ccc1C#N	1.3
CC(=O)c1ccc(Sc2nnc(C)s2)c([N+](=O)[O-])c1	0.1
Cc1ccc(S(=O)(=O)CCSc2n[nH]c(=O)n2-c2ccccc2)cc1	-1.4

Next section:
SMILES	TTR transcr act
COc1cc2c(cc1OC)-c1nnnn1C(C)(C)C2	-2.2
CSc1nc2n(n1)C(c1cccc(F)c1)C(C(=O)Nc1ccc(C)cc1C)=C(C)N2 (stereo not drawn)	-1.4
N#CC1=C(N)NC(SCC(=O)c2ccc(Cl)cc2)=C(C#N)C12CCCC2	-0.6
CC1(c2ccc3ccccc3c2)CCC(=O)O1 (stereo not drawn)	-0.8
CCN(C[C@H]1N[C@@](Cc2ccccc2)(C(=O)OC)[C@H]2C(=O)N(Cc3ccccc3)C(=O)[C@@H]12)S(=O)(=O)c1ccccc1	-1.4
CCN(CC)CCCNC(=O)CCC(=O)Nc1ccc2nc(N3CCC(C)CC3)cc(C)c2c1	-0.1
Cc1ccc2c(c1)CCCN2CC(=O)Nc1cc(S(=O)(=O)N2CCCC2)ccc1Cl	4.3
COc1ccc(-c2oc(NC(=O)CSc3nncn3C)c(C#N)c2-c2ccc(OC)cc2)cc1	2.7
Cc1ccccc1NS(=O)(=O)c1ccc(Cl)cc1	-0.3
CSCCC(NC(N)=O)C(=O)Nc1ccc(F)c(Cl)c1 (stereo not drawn)	-1.8
CC(C)(CNC(=O)CNC(=O)C1CCCCC1)N1CCOCC1	4.4
O=C(Nc1nnc(-c2cccc(F)c2)s1)Nc1ccccc1F	1.3
NNc1ccc(Cl)nn1	0.2
CCOC(=O)Cc1c(C)nc2cc(-c3ccc(C(C)(C)C)cc3)[nH]n2c1=O	0.9
Brc1ccc(OCCOCCN2CCOCC2)cc1	1.9
N/C(=N\O)c1ccc(Oc2ccccc2Cl)c([N+](=O)[O-])c1	-1.2
CCOC(=O)N1CCC(NC(=O)C2CCCCN2S(=O)(=O)c2ccc(F)cc2)CC1 (stereo not drawn)	-0.4
Cc1cc(C)cc(C(=O)Oc2cc(C)[nH]c(=O)c2[N+](=O)[O-])c1	-0.8
CCCNC(=O)C1(C)CCN(C(=O)c2cccc(C#N)c2)C1 (stereo not drawn)	0.2
CSc1nc(Cl)c(Cc2ccc(OCC(C)C)cc2)c(N2CCOCC2)n1	-3.1
COc1ccc(NC(=S)Nc2cc(C)cc(C)n2)cc1OC	-1.0
CCC(=O)N(CCC1(c2ccccc2OC)CCOC(C(C)C)C1)Cc1ccco1 (stereo not drawn)	-0.7
CCOC(=O)C(C#N)=C1CCC=C(C)C1	0.7
COc1ccc(S(=O)(=O)N2CCN(C(=O)CN3C(=O)NC(C)(C)C3=O)CC2)cc1	-2.6

Among those listed so far, these have a thiophene ring, fused or not.
SMILES	TTR transcr act
Nc1nc(N)c2sc3nc(C(F)(F)F)cc(C(F)(F)F)c3c2n1	-0.7
COc1cccc(C(=O)NC(C)C(c2cccs2)N2CCN(C)CC2)c1 (stereo not drawn)	1.4
COc1cccc(NC(=O)c2sc3nc4n(c(=O)c3c2C)CCC4)c1	-1.1

Later entries.
SMILES	TTR transcr act
Cc1cccc(N(CC(=O)N2CCOCC2)S(C)(=O)=O)c1C	-3.0
O=C(COc1ccccc1)Nc1nnc(S(=O)(=O)Nc2ccccc2)s1	2.2
Cc1c(C(=O)OCC(=O)Nc2ccc(S(N)(=O)=O)cc2)oc2c1ccc1ccccc12	-1.4
CCc1ccc(N2C(=O)CN(Cc3ccccc3)C2=S)cc1	-0.9
COc1ccccc1NC(=O)CCC(=O)Nc1ccccc1OC	9.9*
CCc1nc2sc3c(c2c(=O)o1)CCCC3	4.9
C=CCN1CCN(C(=O)c2ccc3c(c2)OCO3)CC1	-1.0
N#Cc1ccc(C(=O)CN2CCN(c3ccccc3)CC2)cc1	-1.2
Cc1cccc(Cn2cnc3c(N)c(C)c(C)cc32)c1	0.9
Cc1ccccc1NC(=O)Cc1nc(COC(=O)COc2cccc(C)c2C)cs1	1.2
CCN(CC)S(=O)(=O)c1ccc2c(c1)nc(CCC(=O)Nc1ccc(N3CCOCC3)cc1)n2C	-1.0
O=C(Cn1cc(C(=O)c2ccco2)c2ccccc21)NC1CCCCC1	-2.4
CC(O)[C@@H](C(=O)N1CCNCC1)n1cc(CCCCN)nn1 (stereo partly drawn)	-1.5
CC(=O)/C(=N/Nc1ccc(C)cc1)Sc1nnc(CCc2ccccc2)n1-c1ccccc1	1.5
CC1Cc2ccccc2N1C(=O)COC(=O)Cc1ccc(F)cc1 (stereo not drawn)	2.2
CCNC(=O)C1CC(=O)N(Cc2ccc(F)cc2)C(=Nc2ccc(OC)cc2)S1 (stereo not drawn)	1.9
COc1ccc(-c2nnc(SCc3nnc(-c4ccccc4)o3)n2C)cc1OC	1.1
c1ccc(CCn2nnnc2C(c2cccnc2)N2CCOCC2)cc1 (stereo not drawn)	-1.3
COC(=O)CC1(C(=O)OC)Oc2ccc(Br)cc2C(=O)N1c1cc(Cl)cc(Cl)c1 (stereo not drawn)	4.7
NC(=O)c1cccnc1OCC(F)(F)F	0.1
Cc1cc(=O)oc(C)c1C(=O)NCc1ccc(F)cc1	-2.3
O=C(C[C@H]1C/C=C\C[C@H](NC(=O)OCC2c3ccccc3-c3ccccc32)C(=O)OC[C@H](Cc2ccccc2)NC1=O)N[C@H](CO)Cc1ccccc1	-2.0
Cc1cc(OCc2cc3c(cc2Cl)OCO3)c2c(C)cc(=O)oc2c1	11*
Cc1cccc(Cn2c(C(=O)OC(C)C)cc3c2ccn3C)c1	-1.7
Cc1cccc(NC(=O)CN(CC2CCCO2)C(=O)c2cc(S(=O)(=O)N(C)C)ccc2F)c1C (stereo not drawn)	-1.1
O=C(COc1ccc(Br)cc1)c1ccc2c(c1)CCCC2	-5.2
O=C(Nc1ccccc1)N1CCN(c2ccc(F)cc2)CC1	-1.0
Nc1ncnc2c1ccn2[C@H]1CN(Cc2ccc(Cl)cc2)C[C@@H](CO)O1	-1.7
COc1cc(C)c(CN2CCN(C(C)C(=O)NC(C)c3ccccc3)CC2)cc1OC (stereo not drawn)	5.7
COC(=O)c1ccc(NC(=O)C(=O)NCC2CCCO2)cc1 (stereo not drawn)	-0.6
O=C(Nc1ccc2c(c1)OCCO2)c1ccc(Cl)cc1Cl	-2.4
CS(=O)(=O)N(CC(=O)NCc1ccccn1)Cc1ccc(Cl)cc1	2.2
CCCc1cc(CCC)n2nc(N)nc2n1	0.9
CC(=O)c1cc2c(cc1NC(=O)c1ccc(Cl)cc1)OCCO2	0.6
NS(=O)(=O)c1ccc(NC(=O)COC(=O)c2cnc(Cl)c(Cl)c2)cc1	0.1
CC(C)(C)C1CCC(OC(=O)CN2CCCCC2)CC1 (stereo not drawn)	0.0

Overlap with the part before: 5 compounds; new compounds follow.
SMILES	TTR transcr act
CS(=O)(=O)N(CC(=O)NCc1ccccn1)Cc1ccc(Cl)cc1	2.2
CCCc1cc(CCC)n2nc(N)nc2n1	0.9
CC(=O)c1cc2c(cc1NC(=O)c1ccc(Cl)cc1)OCCO2	0.6
NS(=O)(=O)c1ccc(NC(=O)COC(=O)c2cnc(Cl)c(Cl)c2)cc1	0.1
CC(C)(C)C1CCC(OC(=O)CN2CCCCC2)CC1 (stereo not drawn)	0.0
COC(=O)c1[nH]c2cc(OC)c(OC)cc2c1NC(=O)Oc1ccccc1	0.4
CCOC(=O)c1cnc2nc(C)nn2c1N	1.5
Cc1ccc(S(=O)(=O)N(C)[C@H]2C[C@H]3c4[nH]c5ccccc5c4CCN3C[C@H]2[C@H](C)O)cc1	-0.5
CCn1c(CC(=O)Nc2ccc(C)cc2)nnc1SCC(=O)Nc1nc(C)cs1	-0.5
Cc1c(-c2ccc(Cl)cc2)[n+](=O)c2c(n1[O-])CCCC2	0.2
COc1ccc2[nH]c(C(=O)N/N=C/c3ccccc3OC)cc2c1	-1.1
CCCCn1c(N)c(N(CC)C(=O)CSCc2ccc(C)cc2)c(=O)[nH]c1=O	2.8
CCOc1ccc(N=Cc2c(O)n(-c3cccc(C)n3)c(=O)c3ccccc23)cc1	-1.8
O=C(CN1C(=O)CCOc2ccccc21)Nc1cccc(S(=O)(=O)N2CCOCC2)c1	-1.9
Cc1nnc(N/N=C/c2c(O)n(-c3cccc(C(F)(F)F)c3)c(=O)c3ccccc23)[nH]c1=O	-1.3
CCCC(=O)N1CCCC(c2nc(-c3cccs3)no2)C1 (stereo not drawn)	-1.8
Cc1c(NC(=O)c2nn3c(c2Br)NC(c2ccccc2)CC3C(F)(F)F)c(=O)n(-c2ccccc2)n1C (stereo not drawn)	-1.2
O=C(Nc1nc(-c2ccncc2)cs1)C1COc2ccccc2O1 (stereo not drawn)	-1.5
COc1ccc(C(=O)/C=C/c2ccc3c(c2)OCCO3)cc1	0.3
CC(=O)c1cccc(CN2CCC(C(=O)Nc3ccc(Oc4cccnc4)cc3)CC2)c1	-2.6
O=C(Cc1cccs1)Nc1nnc(SCC(=O)NC2CCCCC2)s1	-1.8
